LGR2 inh = blocks bursicon-induced cAMP signaling via Drosophila LGR2; HEK293 LGR2, CRE-luciferase, bursicon-stimulated, 4 h; inhibition, % at 9.99 µM; 380,000 tested, 0.35% active;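 active = drop in luminescence signal, shown as inhibition above about 50% in the replicate tests, limit read from the data, passing the limit was not always enough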;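 also: agonist challenge used bursicon conditioned medium at about half maximal strength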
PGC1a acetyl inh = lowers PGC1a acetylation signal in U2OS cells; AlphaScreen anti-acetyl-lysine; with virally co-expressed GCN5 acetyltransferase; inhibition, % at 15.6 µM; 350,000 tested, 0.17% active; AID 651687;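 active = every replicate shows inhibition of at least 40%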;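 also: 0% = neutral control wells and 100% = positive control wells; some results beyond the cut were filed as inactive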
Cneo AK release = Cryptococcus neoformans lysis via adenylate kinase release | C. neoformans lysis, adenylate kinase release luminescence, 4 h; normalised: neutral wells 0, clomiphene wells 100 | lysis activity, % at 15 µM | 360,000 tested, 0.2% active;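 active = mean lysis activity across replicates of at least 80%, whatever share of replicates individually reach that level; inactive = mean lysis activity below 80%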
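Material: C. neoformans cells | Amount: Yeast cell density of 5 × 10^6 cells/mL | Medium: Fresh YPD growth medium | Dosing: Single dose | Times: Static 4 h at 37 °C with compound, 1 h detection | Detection: AK luminescence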
miR122 inh = blocks miR-122 activity in Huh7 sensor cells; 340,000 tested, 0.3% active; Huh7 miR-122 Renilla luciferase sensor, 48 h; neutral wells = 0, positive control = 100; activation (reporter increase), % at 12.5 µM; AID 602342;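 active = mean replicate activation score at least 90 and every replicate individually at or above 90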;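 also: higher luciferase means less miR-122 activity so hits act as miR-122 inhibitors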
CASP6 VEID inh = blocks human caspase-6 cleavage activity; P55212; purified caspase-6, Z-VEID-R110 cleavage fluorescence; inhibition, % at 12.5 µM; 350,000 tested, 0.53% active;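 active = mean inhibition across replicates at least about 35%, with every replicate also reaching that limit, limit read from the data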;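 also: 0% = median of neutral control wells and 100% = no fluorescence left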
Target sequence (P55212 24-179 limits assumed): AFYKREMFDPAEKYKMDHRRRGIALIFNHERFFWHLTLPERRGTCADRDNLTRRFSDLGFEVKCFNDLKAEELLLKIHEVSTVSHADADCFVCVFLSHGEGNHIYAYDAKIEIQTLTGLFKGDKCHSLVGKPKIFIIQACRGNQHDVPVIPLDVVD
Target sequence (P55212 194-293 limits assumed): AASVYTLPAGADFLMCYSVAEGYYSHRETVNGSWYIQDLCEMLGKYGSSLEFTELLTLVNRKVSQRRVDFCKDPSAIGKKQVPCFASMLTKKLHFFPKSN
PAX8 inh HTS = inhibitors of PAX8 transcriptional activity in RMG-I cells; 360,000 tested, 1.2% active; inhibition, % at 12.6 µM; RMG-I TPO-luciferase reporter, SteadyGlo, 24 h; AID 652154;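 active = mean replicate inhibition at least 60% with every replicate also reaching 60%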;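 also: luciferase light reporting Pax8 driven TPO promoter activity; plate controls were median of neutral control wells for no effect and mitoxantrone controls for full effect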
EWS-Fli inh = EWS/Fli transcriptional activity inhibition; AID 651661; inhibition, % at 12.6 µM; A673 NR0B1-luciferase reporter, viability-normalised; 350,000 tested, 0.67% active;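 active = mean inhibition of at least 50% after viability correction, with every replicate also passing that limit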;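 also: firefly luciferase signal divided by Alamar Blue viability fluorescence both relative to DMSO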
FN deposition inh = fibronectin deposition inhibition; inhibition, % at 12.6 µM; AH1F fibroblasts, Alexa488-fibronectin deposition fluorescence, overnight; AID 743247; 350,000 tested, 0.086% active;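 active = mean inhibition across replicates of 30% or more, regardless of how many single replicates reach that level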;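 also: positive control wells lacked labelled fibronectin entirely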
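Material: AH1F fibroblast monolayer depositing Alexa488-labelled fibronectin into matrix | Input: 10000 AH1F cells/well | Medium: DMEM plus 2% serum, read in PBS | Reagent: Alexa488-fibronectin, 24 nM final in well | Compound dosing: One dose per compound, pinned | Schedule: 1 h adhesion, overnight exposure | Measured by: Fluorescence at 485 nm excitation, 525 nm emission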
The depositor's hits bear a star; nt = not tested or not shown; [ ] = dose if it differs, or a comment.

[1] C[C@@H]1CN([C@@H](C)CO)C(=O)c2cccc(NC(=O)Nc3ccc4c(c3)OCO4)c2O[C@H]1CN(C)S(C)(=O)=O
[2] O=C(Nc1ccc2c(c1)OCCO2)N1CCN(c2ccccc2)CC1
[3] C=C1CCN([C@@H](CC(C)C)C(=O)Nc2nc3ccc(Cl)cc3s2)S(=O)(=O)c2ccccc21
[4] O=C(NCc1ccco1)C1CCN(C(=O)c2ccc(Cl)cc2)CC1
[5] Cc1ccnc(SCC(=O)N2CCN(c3cccc(Cl)c3)CC2)n1
[6] CCCCC(c1nnnn1CCOC)N1CCN(C)CC1 (stereo unspecified)
[7] CC(C(=O)Nc1ccc2c(c1)OCO2)N(C)CC(=O)Nc1ccc(Cl)cc1 (stereo unspecified)
[8] CCOc1ccc(CCNC(=O)COC(=O)COc2ccc(C#N)cc2)cc1OCC

entry no. | 1 | 2 | 3 | 4 | 5 | 6 | 7 | 8
PAX8 inh HTS | nt | -106 | -7 | -12 | 5 | nt | 6 | -2
LGR2 inh | -8 | nt | 12 | nt | nt | nt | 0 | -21
PGC1a acetyl inh | 5 | nt | -5 | 15 | nt | -2 | nt | 6
CASP6 VEID inh | -1 | nt | -1 | 17 | nt | nt | 2 | -4
FN deposition inh | 1 | 10 | 26 | 10 | -3 | -3 | 4 | nt
miR122 inh | -5[16.7 µM] | -25 | -1 | 3 | -17 | -1 | nt | -11
EWS-Fli inh | -3 | nt | -6 | -8 | nt | nt | 0 | 0
Cneo AK release | 1 | -1 | 0 | 2 | 0 | -6 | 0 | 0

Retrieved by structure from the entries so far (3):
[7] CC(C(=O)Nc1ccc2c(c1)OCO2)N(C)CC(=O)Nc1ccc(Cl)cc1 (stereo unspecified)
[5] Cc1ccnc(SCC(=O)N2CCN(c3cccc(Cl)c3)CC2)n1
[2] O=C(Nc1ccc2c(c1)OCCO2)N1CCN(c2ccccc2)CC1

entry no. | 7 | 5 | 2
PAX8 inh HTS | 6 | 5 | -106
LGR2 inh | 0 | nt | nt
PGC1a acetyl inh | nt | nt | nt
CASP6 VEID inh | 2 | nt | nt
FN deposition inh | 4 | -3 | 10
miR122 inh | nt | -17 | -25
EWS-Fli inh | 0 | nt | nt
Cneo AK release | 0 | 0 | -1

Additional structures follow:
[9] CCCc1cn(CC[C@H]2CC[C@@H](NC(=O)C3CC3)[C@H](CO)O2)nn1
[10] CC(=O)Oc1ccc(/C(C)=N/N2CCN(Cc3ccc(C)cc3)CC2)cc1
[11] CCC(C)CNC(=O)c1[nH]c(C(F)(F)F)nc1-c1ccccc1 (stereo unspecified)
[12] Cc1ccc(S(=O)(=O)N2CCN(C(=O)c3cc(-c4cccs4)nn3-c3ccccc3)CC2)cc1
[13] COc1ccc(CN(C)C[C@@H]2OCCCC[C@@H](C)Oc3ccc(NC(=O)Nc4ccccc4)cc3C(=O)N([C@H](C)CO)C[C@H]2C)cc1
[14] C=C(C)COc1ccc(-c2ncnc(C(F)(F)F)c2-c2ccc(OC)cc2)c(O)c1
[15] C[C@@H](NC(=O)[C@@H]1[C@@H](CO)[C@@H]2Cn3c(cccc3=O)[C@@H]2N1CC1CCCCC1)c1ccccc1
[16] O=C(Nc1ccccc1O)c1ccc(C(=O)c2ccccc2)o1

entry no. | 9 | 10 | 11 | 12 | 13 | 14 | 15 | 16
PAX8 inh HTS | 3 | -3 | -7 | 4 | 15 | 14 | 13 | -8
LGR2 inh | -16 | 13 | -14 | -11 | 10 | -15 | 4 | -13
PGC1a acetyl inh | 7 | nt | -1 | 5 | -7 | -14 | -6 | nt
CASP6 VEID inh | -2 | -2 | -5 | -3 | nt | 1 | 0 | 0
FN deposition inh | 0 | -5 | 3 | -9 | 13 | 4 | nt | 3
miR122 inh | nt | nt | 5 | nt | 4[16.7 µM] | 6 | nt | nt
EWS-Fli inh | -4 | -2 | 12 | 26 | 16 | -10 | nt | -60
Cneo AK release | 1 | -1 | -2 | 0 | 1 | 1 | nt | -1

[17] CC(=O)Nc1nnc(SCC(=O)NCc2ccc3c(c2)OCO3)s1
[18] Clc1ccc(Oc2nnnn2-c2ccccc2)cc1
[19] O=C(CN1CCC(n2nnc3cc(F)ccc32)CC1)NC1CC1
[20] CCc1nc2c(OCc3cccc(Cl)c3)cccn2c1N(C)C(=O)c1ccc(OC)cc1
[21] COC(=O)C1=C(C)N(Cc2ccccc2C(F)(F)F)C(=NCC2CC2)NC1c1cccc(F)c1 (stereo unspecified)
[22] CCC(C)Nc1nc2c(c(=O)[nH]c(=O)n2C)n1CCCc1ccccc1 (stereo unspecified)
[23] Cc1ccc(S(=O)(=O)N[C@@H]2CC[C@@H](CC(=O)O)O[C@H]2CO)cc1
[24] CCS(=O)(=O)N1C[C@@H](C)[C@H](OC)CN(C)C(=O)c2ccc(NC(=O)Nc3ccccc3Cl)cc2OC[C@H]1C

entry no. | 17 | 18 | 19 | 20 | 21 | 22 | 23 | 24
PAX8 inh HTS | nt | -40 | 1 | 3 | -27 | 25 | -6 | nt
LGR2 inh | 4 | nt | nt | -3 | 16 | 0 | -5 | -15
PGC1a acetyl inh | nt | 15 | 2 | nt | nt | 0 | -1 | -5
CASP6 VEID inh | 1 | nt | nt | 2 | -3 | -2 | -1 | 0
FN deposition inh | -4 | -3 | 0 | 10 | 16 | 3 | nt | 7
miR122 inh | nt | 0 | -5 | -2 | nt | 1 | -11[16.7 µM] | nt
EWS-Fli inh | -3 | nt | nt | -1 | 16 | 8 | 2 | -4
Cneo AK release | 0 | 0 | -1 | 2 | nt | 1 | 0 | nt

[25] O=C(C[C@H]1CC[C@H]2[C@@H](COC[C@H](O)CN2C(=O)c2ccncc2)O1)NC1CCC1
[26] Cc1cc(C(C)(C)C)cc(S(=O)(=O)Nc2cccc(C(=O)O)c2)c1C
[27] Cc1c(NC(=S)NC(=O)c2cc3ccccc3o2)c(=O)n(-c2ccccc2)n1C
[28] CCCC(=O)Nc1ccccc1NC(C)=O
[29] CN1CCN(C(=O)[C@@H]2[C@@H](CO)[C@@H]3Cn4c(ccc(/C=C/c5ccccc5)c4=O)[C@@H]3N2CC2CC2)CC1
[30] Fc1ccc(-c2ccc(/C=N/n3cnnc3)o2)cc1
[31] O=C(CC(O)(c1ccccc1)C(F)(F)F)c1cccs1 (stereo unspecified)
[32] COCC(=O)Nc1ccc2c(c1)OC[C@@H](C)N(Cc1cccnc1)C[C@H](C)[C@H](OC)CN(C)C2=O

entry no. | 25 | 26 | 27 | 28 | 29 | 30 | 31 | 32
PAX8 inh HTS | -5 | nt | -6 | 11 | 34 | -25 | nt | nt
LGR2 inh | 4 | 2 | -4 | nt | -15 | -3 | 12 | -9
PGC1a acetyl inh | 11 | 6 | nt | 6 | nt | nt | -14 | 2
CASP6 VEID inh | 3 | 3 | -5 | nt | 0 | 0 | 1 | 1
FN deposition inh | -3 | nt | 4 | -8 | nt | 3 | nt | -9
miR122 inh | -3[16.7 µM] | 29 | nt | -13 | nt | -4 | -4 | nt
EWS-Fli inh | -6 | 11 | 5 | nt | 11 | -2 | 7 | 1
Cneo AK release | 0 | -1 | nt | -1 | -1 | 0 | -3 | nt

[33] Cc1ccc(N2CC(c3nc4ccccc4[nH]3)CC2=O)c(C)c1 (stereo unspecified)
[34] C[C@H]1CN([C@@H](C)CO)C(=O)Cc2cc(NS(C)(=O)=O)ccc2O[C@@H]1CN(C)Cc1ccc(C(F)(F)F)cc1
[35] Cc1ccccc1S(=O)(=O)Cc1ccc(C(=O)NCc2ccccc2)o1
[36] COc1ccc(S(=O)(=O)N2C[C@H](O)COC[C@H]3O[C@@H](CC(=O)NCCN4CCCCC4)CC[C@@H]32)cc1
[37] O=C1C=C(NCCc2cc(Br)c(O)c(Br)c2)C(=O)c2ncccc21
[38] CC(=O)N[C@@H]1CC[C@H](CC(=O)NCC2CCCCC2)O[C@H]1CO
[39] COc1cc(/C=N/NC(=O)c2cc3ccccc3[nH]2)ccc1O
[40] C[C@H](CO)N1C[C@H](C)[C@H](CN(C)S(=O)(=O)c2cn(C)cn2)Oc2ccc(NC(=O)Cn3cnnn3)cc2C1=O

entry no. | 33 | 34 | 35 | 36 | 37 | 38 | 39 | 40
PAX8 inh HTS | -12 | 9 | -9 | nt | 101* | 0 | 28 | nt
LGR2 inh | nt | -10 | 1 | -7 | 74* | 26 | -22 | 8
PGC1a acetyl inh | -2 | 0 | nt | -4 | nt | 1 | -8 | 9
CASP6 VEID inh | 0 | -1 | -1 | 0 | 96* | -2 | -1 | 1
FN deposition inh | 3 | -5 | 3 | 0 | 7 | 10 | 5 | -3
miR122 inh | -4 | -4[16.7 µM] | nt | 1[16.7 µM] | nt | nt | 1 | -5[16.7 µM]
EWS-Fli inh | 3 | -16 | nt | nt | 19 | 11 | 12 | 7
Cneo AK release | 2 | 9 | nt | 0 | nt | 1 | -4 | -4

[41] Cc1cc(C)cc(NC(=O)C(=S)NCc2ccccc2)c1
[42] CCOc1ccc(NC(=O)CSC2=C(C#N)C(c3ccc4c(c3)OCO4)CC(=O)N2)cc1 (stereo unspecified)
[43] Cc1ccc(Cn2ccc(NC(=O)c3cc(C4CC4)on3)n2)cc1
[44] COc1ccc(NC(=O)N(C)C[C@H]2OCCCC[C@H](C)Oc3ccc(NC(=O)Nc4ccc(F)cc4)cc3C(=O)N([C@H](C)CO)C[C@@H]2C)cc1
[45] CCC1=NC(c2ccc(Br)cc2)N(O)C1(C)C (stereo unspecified)
[46] CON=C1C=C(C)C(=O)C(C)=C1C
[47] CCc1cc2c(COC(=O)c3cccc(NS(C)(=O)=O)c3)cc(=O)oc2cc1O
[48] COc1cccc2c(Cl)c(CC=C(Cl)Cl)c(C)nc12

entry no. | 41 | 42 | 43 | 44 | 45 | 46 | 47 | 48
PAX8 inh HTS | 0 | 6 | 0 | -10 | 4 | -2 | 10 | 5
LGR2 inh | -29 | nt | 5 | 14 | -4 | -20 | -20 | 6
PGC1a acetyl inh | nt | 7 | 17 | -5 | nt | -6 | nt | -2
CASP6 VEID inh | -1 | nt | 0 | 1 | 2 | -4 | 3 | 0
FN deposition inh | nt | -1 | 7 | nt | -3 | 0 | 12 | -13
miR122 inh | 8 | 12 | -5 | -5[16.7 µM] | -16 | nt | -4 | -4
EWS-Fli inh | -1 | nt | -2 | -9 | -5 | -6 | nt | 2
Cneo AK release | 1 | -1 | nt | 0 | 3 | 0 | 1 | 2

[49] COC(=O)c1ccc(N2C(=O)Nc3ccccc3N2O)cc1
[50] Cc1ccccc1NC(=S)N1CCCC1
[51] CCCCC(=O)NC(NC(=S)N1CCOCC1)C(Cl)(Cl)Cl (stereo unspecified)
[52] Clc1ccc(C2[C@H]3CN(CC4CCCCC4)[C@H](c4ccccc4)C34CC2(c2ccccc2)C4)cn1 (stereo partly specified)
[53] CCN1CCN(C(=S)Nc2ccc(C(C)=O)cc2)CC1
[54] Cc1cccc(C(=O)Nc2ccccc2C(=O)Nc2ccc(C(=O)O)cc2)c1
[55] Cn1c(SCC(=O)NC2CCCCC2)nnc1-c1ccccc1F
[56] COc1cccc(S(=O)(=O)N[C@H]2CC[C@H](CC(=O)NCc3ccncc3)O[C@@H]2CO)c1

entry no. | 49 | 50 | 51 | 52 | 53 | 54 | 55 | 56
PAX8 inh HTS | -134 | -5 | nt | -13 | 26 | 17 | -14 | -8
LGR2 inh | 29 | 0 | -12 | 10 | 6 | 9 | 12 | 10
PGC1a acetyl inh | nt | nt | 2 | 9 | nt | -14 | nt | -4
CASP6 VEID inh | -2 | nt | 2 | -2 | -5 | -2 | -2 | -1
FN deposition inh | 11 | 4 | nt | -15 | 7 | 7 | 5 | 4
miR122 inh | nt | 6 | 2 | -2 | 1 | 2 | -4 | -14[16.7 µM]
EWS-Fli inh | -4 | nt | nt | 2 | -11 | -1 | 11 | 2
Cneo AK release | nt | nt | 0 | -2 | 0 | -2 | 2 | 28

Screening data (PubChem BioAssay)
